Screening results as filed in PubChem.
CCR6 antag: CCR6 (human) receptor antagonism | P51684 | CHO-K1 CCR6 PathHunter beta-arrestin, luminescence, CCL20-stimulated | inhibition, % at 20 µM | 340,000 tested, 0.49% active;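 active = compounds whose inhibition of the agonist-driven luminescence signal at 20 µM reaches about 50%, limit read from the data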;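 also: cells stimulated with CCL20 at 14 nM final; plate controls were DMSO with CCL20 for no effect and DMSO without agonist for full effect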
Target sequence (P51684 whole entry, looked up): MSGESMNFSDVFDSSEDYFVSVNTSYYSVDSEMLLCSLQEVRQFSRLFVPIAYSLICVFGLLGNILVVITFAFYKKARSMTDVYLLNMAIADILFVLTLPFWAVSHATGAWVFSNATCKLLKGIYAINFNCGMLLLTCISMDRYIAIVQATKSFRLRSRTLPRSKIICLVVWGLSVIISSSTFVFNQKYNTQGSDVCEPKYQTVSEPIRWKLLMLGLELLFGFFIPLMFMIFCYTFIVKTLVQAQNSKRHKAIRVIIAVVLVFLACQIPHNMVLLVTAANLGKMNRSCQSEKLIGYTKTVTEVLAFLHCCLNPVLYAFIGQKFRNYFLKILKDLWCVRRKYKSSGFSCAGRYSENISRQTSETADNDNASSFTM
MPTP block: blocks calcium-induced mitochondrial swelling. isolated mouse mitochondria, Ca2+ swelling absorbance, 30 min. inhibition, % at 10 µM. 360,000 tested, 1.4% active. AID 602449;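 active = inhibition of 50% or more, scaled per plate between neutral and stimulator controls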;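 also: 0% = DMSO wells given calcium and 100% = 1 mM EGTA wells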
NR3A LBD binder: NR3A (human) ligand-binding domain modulation; NR3A LBD differential scanning fluorimetry, Tm shift; 0% = protein alone, 100% = glycine-bound protein; Tm shift relative to glycine control, % at 25 µM; 340,000 tested, 2.5% active;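 active = melting temperature shift of at least 10% of the positive control shift, at one fixed dose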
APOBEC3A inh: blocks human APOBEC3A ssDNA deamination. recombinant A3A, FAM/TAMRA ssDNA deamination fluorescence. inhibition, % at 20 µM. 330,000 tested, 0.41% active. AID 493011;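 active = at least 40% inhibition at 20 µM here, with at most 30% in a related deaminase screen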;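 also: plate controls were A3A with DMSO for no effect and wells lacking A3A enzyme for full effect; some results filed as inactive read as strong as hits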
EBI2 antag: EBI2 (human) antagonism. EBI2 beta-arrestin recruitment, luminescence, 7a,25-OHC stimulated. inhibition, % at 5 µM. 360,000 tested, 0.81% active; in the data active = inhibition above about 38%;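 also: enzyme fragment complementation signal reports receptor beta-arrestin coupling in cells; 0% = agonist plus DMSO wells and 100% = wells without agonist; some results beyond the cut were filed as inactive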
Target sequence (P32249 whole entry, looked up, the tested form may be a part): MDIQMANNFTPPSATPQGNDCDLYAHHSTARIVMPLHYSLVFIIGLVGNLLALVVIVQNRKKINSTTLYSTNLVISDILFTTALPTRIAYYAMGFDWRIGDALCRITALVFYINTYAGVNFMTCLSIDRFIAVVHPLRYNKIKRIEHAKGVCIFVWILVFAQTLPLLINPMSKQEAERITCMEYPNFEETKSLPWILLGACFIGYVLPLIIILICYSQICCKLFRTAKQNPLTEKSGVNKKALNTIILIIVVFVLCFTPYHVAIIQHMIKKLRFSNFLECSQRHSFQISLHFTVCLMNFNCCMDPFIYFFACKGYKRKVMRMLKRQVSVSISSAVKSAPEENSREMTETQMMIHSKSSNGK
CXCR6 block: inhibitors of human CXCR6 receptor | O00574 | 360,000 tested, 0.36% active | inhibition, % at 20 µM | CHO-K1 PathHunter CXCR6 beta-arrestin, luminescence; in the data active = inhibition above about 34%, passing the limit was not always enough;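 also: antagonist mode with CXCL16 agonist at 10 nM final; 0% = 10 nM CXCL16 with DMSO and 100% = unstimulated wells without agonist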
Target sequence (O00574 whole entry, looked up): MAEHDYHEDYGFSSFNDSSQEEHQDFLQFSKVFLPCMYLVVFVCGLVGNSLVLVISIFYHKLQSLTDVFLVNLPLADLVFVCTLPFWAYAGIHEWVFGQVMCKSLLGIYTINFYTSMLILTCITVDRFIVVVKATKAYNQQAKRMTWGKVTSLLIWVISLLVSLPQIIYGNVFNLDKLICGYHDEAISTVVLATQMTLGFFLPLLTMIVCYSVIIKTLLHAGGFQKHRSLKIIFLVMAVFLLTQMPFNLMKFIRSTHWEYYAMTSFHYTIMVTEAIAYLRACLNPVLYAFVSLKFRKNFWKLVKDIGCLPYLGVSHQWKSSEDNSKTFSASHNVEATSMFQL
A3G deaminase: blocks human APOBEC3G single-stranded DNA deamination; AID 493012; recombinant A3G, ssDNA deamination FAM/TAMRA fluorescence; Q9HC16; inhibition, % at 20 µM; 330,000 tested, 0.28% active;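 active = inhibition of at least 40% at 20 µM, with no more than 30% in the related APOBEC3A deaminase screen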;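 also: plate controls were DMSO wells with A3G for no effect and wells lacking A3G enzyme for full effect; some compounds called inactive have numbers as strong as hits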
Gli-Sufu block: antagonists of Gli-Sufu signaling; Sufu-KO-LIGHT fibroblasts, Gli luciferase reporter luminescence; 340,000 tested, 0.74% active; inhibition, % at 5 µM;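 active = inhibition above about 55%, limit read from the data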;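 also: 0% = DMSO-treated cells and 100% = wells with medium but no cells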
An asterisk follows results filed as active; · = not tested or not shown.

no.	mol	EBI2 antag	APOBEC3A inh	CCR6 antag	CXCR6 block	MPTP block	A3G deaminase	NR3A LBD binder	Gli-Sufu block
1	CSCCC(NC(N)=O)C(=O)NCc1ccc(Cl)cc1 (centres undefined)	-4	9	7	-1	-0.3	-5	1	5
2	CCC1Oc2ccccc2N(CC(=O)NC2CCCCC2C)C1=O (centres undefined)	-8	-1	22	-1	-0.5	2	15*	-9
3	CCOC(=O)c1cnn(-c2ccccc2)c1-c1ccccc1	12	-3	20	-5	4.5	-2	-1	-3
4	Cc1ccc(OCCCC(=O)N(C)CC(=O)Nc2ccccc2Cl)cc1	-6	1	10	-10	-0.4	-4	-1	2
5	CC(=O)c1cccc(N(CC(=O)NC2CCCCC2)C(=O)Cn2nnc(-c3ccccc3)n2)c1	10	0	16	-2	0.6	-2	-1	-47
6	CCc1ccc(NC(=O)CSc2n[nH]c(=O)n2C2CC2)cc1	-3	-3	2	4	-0.5	-7	0	1
7	CCN(C(=O)COc1ccccc1[N+](=O)[O-])C1CCS(=O)(=O)C1 (centres undefined)	-5	0	-4	2	2.5	-10	-7	3
8	O=C(COc1ccc2c(-c3ccccc3)cc(=O)oc2c1)NCCN1CCOCC1	-4	0	18	-4	-0.5	-2	-4	-10
9	O=C(CCN1C(=O)C2CC=CCC2C1=O)OCC(=O)c1ccc(F)cc1 (centres undefined)	0	-3	0	2	0.6	-7	10	-6
10	Oc1ccc(-c2n[nH]c(C(F)(F)F)c2-c2ccccc2)c(O)c1	-9	1	-8	-8	84*	-4	2	70*
11	O=C(c1cc2cc(F)ccc2[nH]1)N1CCc2ccccc21	2	-1	4	-8	1.6	-3	0	-88
12	COc1ccc(C(CNC(=O)c2ccc(S(=O)(=O)N(C)C)cc2)N2CCCC2)cc1 (centres undefined)	3	-4	0	7	-2.1	-2	-4	13
13	Cc1cccc(NC(=O)CSc2nc(N)c(NC(=O)c3cccs3)c(=O)[nH]2)c1	-5	-3	3	1	-1.0	-11	2	-23
14	CC(=O)Nc1ccc(Cl)cc1C(=O)O	-6	2	6	2	2.8	3	0	4
15	CC(=O)C1=C(O)C(=O)N(CC(=O)O)C1c1ccccc1Cl (centres undefined)	-7	0	8	-2	-1.0	-3	-1	1
16	CCc1ccc(OCCCC(=O)NCc2ccccc2)cc1	9	-4	2	-3	2.1	-6	-4	-1
17	COc1cc2c(cc1OC)C(C)N(C(=O)CCNC(=O)c1ccccc1)CC2 (centres undefined)	-18	2	23	4	2.5	-4	0	-4
18	CN(C)CCOc1ccccc1-c1ccccc1	0	-6	-3	-8	-0.5	-8	-2	1
19	CSCCC(NC(=O)C1CCCCC1)c1nc2ccccc2[nH]1 (centres undefined)	-8	0	6	-2	2.8	-4	2	6
20	CCc1ncc(CN2CCCC(C(=O)Nc3ccc(-c4cscn4)cc3)C2)cn1 (centres undefined)	-4	-7	-6	-13	-1.0	-7	1	1
21	CN(CCCNC(=O)CCC(=O)N1CCOc2ccc(Cl)cc21)Cc1ccccc1	0	-3	9	1	-0.1	-15	-1	15
22	COc1ccc(C(=O)NCc2ccc(N3CCN(C)CC3)cc2)cc1	4	-2	-1	-4	-0.7	-8	-1	3
23	O=Cc1ccc(Oc2cc(-c3ccccc3)nc(-c3ccccc3)n2)cc1	-24	1	-14	10	-29	4	-7	-7
24	COc1ccc(-c2c(-c3ccc(C#N)cc3)oc(=O)c3cc(OC)c(OC)cc23)cc1	4	4	4	2	-0.2	-6	-4	17
25	COC(=O)c1cnc(Oc2ccc(NC(=O)NC(=O)c3c(F)cccc3F)cc2)cc1C(F)(F)F	-6	-2	3	-2	4.4	-6	0	0
26	CCCCN(C)C(=O)CS(=O)(=O)Cc1nc(-c2cccc(OC)c2)oc1C	-2	-1	12	-1	0.2	-2	-1	-2
27	Cc1ccc(C)c(NC(=O)c2cc(S(=O)(=O)N3CCCCC3)ccc2N2CCOCC2)c1	3	-1	13	-6	-0.2	-5	0	6
28	COc1ccc(CN2CCN(C(=O)c3cc(OC)c(OC)c(OC)c3)CC2)cc1OC	2	-3	11	-4	-1.5	-3	8	1
29	CCOC(=O)N1CCN(C(=O)c2ccc(CS(=O)c3ccccc3)o2)CC1 (centres undefined)	10	-1	12	-1	-0.9	5	1	2
30	CCOC(=O)c1csc(NC(=O)CSc2nnnn2-c2ccc3c(c2)OCCO3)n1	4	3	12	11	38	-2	-1	-1
31	O=C(NC(Cc1ccccc1)C(=O)OCC(=O)N1CCc2ccccc21)c1ccco1 (centres undefined)	-3	0	-7	5	-8.5	1	-1	-7
32	Cc1cc(C(=O)COC(=O)c2ccc(O)cc2O)c(C)n1C(C)C	10	-5	-2	6	-1.1	-5	-8	-94
33	COc1ccc(C(=O)CSc2nccc(=O)[nH]2)cc1	-18	-4	10	1	1.4	-6	0	3
34	C=CCSc1nc2c(C(=O)OCC)nnn2c2ccccc12	0	·	14	7	-0.6	·	-2	1
35	O=C(O)COc1ccc(/C=N/NC(=O)c2ccccc2Br)cc1	9	0	-2	1	-0.4	-3	-2	-3
36	Cc1[nH]nc(SCC(=O)N2CCCCC2)c1[N+](=O)[O-]	-8	-2	-6	-4	-0.5	-4	-1	-26
37	Cc1nc(N2CCOCC2)c2oc3ccccc3c2n1	16	0	-3	-2	2.0	-4	-1	-7
38	COc1ccccc1OCCOc1ccc(/C=C2\C(=N)N3N=C(C)SC3=NC2=O)cc1	-8	-3	10	1	2.1	25	-2	6
39	CC(C)(C)n1nnc(CCc2nnn(C(C)(C)C)n2)n1	4	-4	23	-2	0.6	-9	4	0
40	CCc1ccc(CN2CCC(Oc3ccc(C(=O)N4CCCCC4)cc3)CC2)cc1	0	-1	19	5	2.0	-10	1	30
41	Cc1nn(Cc2ccccc2)c(C)c1NC(=O)Cn1nc([N+](=O)[O-])c(Cl)c1C	0	-4	14	0	0.4	-6	0	47
42	COc1ccc([C@@H]2[C@@H]3C(=O)N(C(C)(C)C)C(=O)[C@@H]3[C@]3(Cc4ccc(Cl)cc4)C(=O)N(c4ccc(C)cc4)C(=O)N23)cc1	-2	-2	5	-6	18	-9	-4	0
43	Cc1c(/C=N/NC(=O)c2sc3ccccc3c2Cl)cnn1C	-10	1	26	3	-2.6	-1	-2	2
44	O=C(Cc1n[nH]c(=O)c2ccccc12)OCC(=O)c1ccc2c(c1)OCCO2	6	4	16	7	1.8	1	-1	2
45	COc1ccc(S(=O)(=O)N2CCOC2CNC(=O)C(=O)NCc2ccco2)cc1C (centres undefined)	-2	-5	1	-4	2.2	-1	1	1
46	CCOc1ccccc1C(=O)NCC(=O)OCc1c(C)noc1C	-6	1	11	0	-1.2	-5	-5	7
47	Cc1cccc(C)c1NS(=O)(=O)c1ccc(-c2ccc(=O)[nH]n2)o1	6	1	14	-2	-1.1	-6	-1	0
48	O=[N+]([O-])c1ccc(N2CCN(c3ccccc3Cl)CC2)cn1	0	1	24	4	1.0	-4	0	-7
49	C=CCN(CCNP(=O)(OCC)OCC)CP(=O)(OCC)OCC	-1	2	4	-4	-2.3	3	1	-8
50	COc1cc(C(=O)NCCC2=CCCCC2)cc(OC)c1OC	-4	-3	-3	-2	0.3	-7	-2	12
51	CC(C)(C)C1CCC(=NNC(=O)C(=O)NC2CCCCC2)CC1 (centres undefined)	-9	-3	-3	-3	-1.5	-8	-11	-1
52	CN(/N=C/c1cccnc1)C1=NS(=O)(=O)c2ccccc21	-15	·	-3	-7	-1.2	·	-3	20
53	Fc1ccc(OCc2nnc(-c3ccccc3Br)o2)c(Cl)c1	1	-4	-1	2	0.8	-12	-12	-54
54	C=CCn1c(SC(C)C(=O)NCCC2=CCCCC2)nc2ccccc2c1=O (centres undefined)	6	-3	25	6	0.3	-5	-1	3
55	Cc1ccc(CC(=O)N(C)CC(=O)N(CC(C)C)c2c(N)n(CC(C)C)c(=O)[nH]c2=O)cc1C	-1	1	10	-2	-1.3	-1	3	-3
56	CCOC(=O)c1c(CSc2ccccc2)n(C)c2ccc(O)cc12	2	-2	9	4	1.5	-5	-8	7

(list continues)
no.	mol	EBI2 antag	APOBEC3A inh	CCR6 antag	CXCR6 block	MPTP block	A3G deaminase	NR3A LBD binder	Gli-Sufu block
57	CCCc1ccc(-c2cc(C(=O)Nc3ccc([N+](=O)[O-])cn3)c3ccccc3n2)cc1	-12	-3	15	3	1.1	-3	-2	-17
58	COC(=O)c1c(C)oc(C)c1S(=O)(=O)N1CCCC1	-1	0	-8	-2	1.6	0	0	5
59	COC(=O)[C@H](Cc1ccccc1)NC(=O)N1Cc2ccccc2C[C@H]1C(=O)OC	1	-2	11	-3	-0.2	-6	2	45
60	CCCn1c(N)c(N(CCOC)C(=O)c2cccc(Cl)c2)c(=O)[nH]c1=O	-16	1	-15	-2	-2.4	-2	-1	14
61	COc1ccc(CCCc2nnc(SCC(=O)Nc3ccc(C)c(C)c3)o2)cc1	-5	50*	7	-6	1.1	27	-8	24
62	CCN(CC)CCNC(=O)c1ccc(Cl)c(S(=O)(=O)N2CCCCCC2)c1	-25	-3	7	11	1.0	-3	-2	12
63	O=C(Nc1cccc(Br)c1)c1ccc(CN2CCc3ccccc3C2)cc1	21	-1	17	3	1.2	-2	4	-7
64	COc1cc(/C=C2\C(=N)N3N=C(N4CCOCC4)SC3=NC2=O)ccc1OC(=O)c1ccccc1	4	-4	37	13	0.0	-5	-1	-5

Single records, from the list above. Order of screens: EBI2 antag	APOBEC3A inh	CCR6 antag	CXCR6 block	MPTP block	A3G deaminase	NR3A LBD binder	Gli-Sufu block
COC(=O)[C@H](Cc1ccccc1)NC(=O)N1Cc2ccccc2C[C@H]1C(=O)OC is listed with 1	-2	11	-3	-0.2	-6	2	45
COc1ccc(CCCc2nnc(SCC(=O)Nc3ccc(C)c(C)c3)o2)cc1 is listed with -5	50*	7	-6	1.1	27	-8	24

Next section.
no.	mol	EBI2 antag	APOBEC3A inh	CCR6 antag	CXCR6 block	MPTP block	A3G deaminase	NR3A LBD binder	Gli-Sufu block
65	Cc1ccc(S(=O)(=O)N2CCOCC2)cc1NC(=O)COC(=O)CSc1ccc(Br)cc1C	3	-2	11	-10	2.5	-7	-10	1
66	CC(=O)OCC1=C(C(=O)O)N2C(=O)[C@@H](NC(=O)CSc3ccncc3)[C@H]2SC1	-23	95	2	-4	-0.5	31	-2	1
67	O=C(NNC(=O)c1cc2ccccc2[nH]1)OCc1ccccc1	1	0	11	-11	-0.9	-5	-4	-6
68	COc1ccc(NC(=O)CCN2C(=O)c3ccncc3C2=O)cc1OC	-3	-4	3	-8	-1.0	-5	0	-1
69	CCc1nnc(NC(=O)CCC(=O)NCCc2ccc(OC)c(OC)c2)s1	-10	-3	-7	-8	4.4	-11	-2	-1
70	COc1cccc(NC(=O)c2ccc3nsnc3c2)c1	2	-3	9	9	-1.3	-4	-1	-42
71	Cc1cc(S(=O)(=O)N2CCOCC2)ccc1OCC(=O)NCc1ccco1	-7	-1	5	6	0.3	2	1	-16
72	CN(C)Cc1ccc(F)cc1Sc1ccc(Cl)cc1Cl	18	2	33	-3	1.9	-1	-2	1
73	CCC1(c2ccc(F)cc2)NC(=O)N(CC(=O)NCC(=O)Nc2cccc(C)c2C)C1=O (centres undefined)	-13	-2	10	8	-0.4	-8	-1	-3
74	CC(C)(C)OC(=O)N1CCC(C(=O)NNC(=O)c2ccc(Cl)cc2Cl)CC1	-3	2	11	6	-0.1	-2	-2	2
75	CCCCC[C@H]1CN(Cc2ccc(OC)cc2)C(=O)[C@@H]1CC(=O)NCc1ccccc1	9	-1	17	5	0.6	-4	1	-5
76	C=CC(=O)Nc1ccc(N(C)c2ccnc(Nc3ccc(N4CCN(C)CC4)cc3)n2)cc1	-7	1	33	8	0.2	26	-3	25
77	COCCCNCCCOc1ccc(C(C)(C)c2ccccc2)cc1	3	-1	-1	-3	0.8	-8	-11	8
78	CCC(=O)N(Cc1cc2cccc(C)c2[nH]c1=O)c1ccccc1OC	-6	-4	-1	-5	-0.2	-6	-1	2
79	Cc1cccc(/C=N/NC(=O)c2ccc(NC(=O)c3ccc(F)cc3)cc2)n1	-1	-3	-6	-10	0.1	-11	3	20
80	COc1ccc(-c2sc3ccccc3c2/C=C/c2ccc(N)cc2)cc1	6	0	1	0	1.4	-4	-2	18

Not a hit list; any-hit rate near 5.8%.
